Growth percent in the NCI-60 one-dose screen (48 h, 10 µM unless noted): 100 = growth as untreated, 0 = no growth, -100 = all killed.
HS 578T = HS 578T breast cancer | hit rate 4.1% among 78,000
SK-MEL-5 = SK-MEL-5 melanoma. AID 1794755. hit rate 6.4% among 80,000
MALME-3M = MALME-3M melanoma. hit rate 5.8% among 78,000. AID 1794766
UACC-62 = UACC-62 melanoma; hit rate 5.4% among 81,000; AID 1794756
SK-MEL-2 = SK-MEL-2 melanoma | hit rate 4.7% among 77,000 | AID 1794763
SK-MEL-28 = SK-MEL-28 melanoma; hit rate 4.1% among 81,000; AID 1794761
UACC-257 = UACC-257 melanoma | hit rate 4.4% among 78,000
LOX IMVI = LOX IMVI melanoma; hit rate 7.4% among 79,000; AID 1794757
Starred values were filed as active, the others as inactive; x = not tested or not shown; & = joins results of further samples. How the source made its calls: active means growth percent below 10; inactive means the rest.

SMILES	HS 578T	SK-MEL-5	MALME-3M	UACC-62	SK-MEL-2	SK-MEL-28	UACC-257	LOX IMVI
COc1cc2cc(CN3CCN(c4nccc(-c5ccc6ccccc6c5)n4)CC3)c(=O)[nH]c2cc1OC	95	85	103	95	98	102	77	90
Cc1nccc2c3ccc(OCc4cn(-c5ccc(Cl)cc5)nn4)cc3n(CC(C)C)c12	39	-78*	0.4*	24	21	25	4.2*	3.0*
Cc1nn(-c2ccccc2)c2c1C1C(=C(c3ccc(Cl)cc3)N2)C(=O)Nc2ccccc21 (configuration not stated)	92	64	96	71	81	87	75	76
COc1cc(/C(Cl)=N/N=C(\Cl)c2ccc(NC(=O)CO)cc2)cc(OC)c1OC	101	80	106	72	87	104	74	99
O=C(CSc1nccc(Nc2ccc(S(=O)(=O)Nc3nccs3)cc2)n1)c1ccc(F)cc1	98	99	103	94	105	106	96	98
CS(=O)(=O)c1ccc(C(=O)N/N=C/c2ccc(Cl)c(Cl)c2)cc1	100	101	88	89	94	104	78	93
CC1CCCCN1CCOc1cc([N+](=O)[O-])ccc1C#N (configuration not stated)	100	96	84	94	83	100	91	101
CCc1c(C)c2ccc(O)c(-c3cc(-c4ccc(N(C)C)cc4)n(-c4ccccc4)n3)c2oc1=O	104	100	91	88	103	111	106	95
COc1cc2nc(Cl)nc(Nc3cccc(C4=NN(C=O)C(c5ccccc5)C4)c3)c2cc1OC (configuration not stated)	103	82	91	91	101	97	110	x
O=c1[nH]nc(-c2ccc(Br)cc2)c2sc(NC(=S)Nc3ccc(Oc4ccccc4)cc3)nc12	95	100	94	96	96	115	86	109
Cc1cc(C)c(C)cc1C	109	103	109	108	x	115	115	108
COc1ccc(-c2nc(SCc3nc4ccccc4[nH]3)nc(NC3CC3)c2C#N)cc1	96	91	129	71	100	110	110	87
CCCCNCCOC(=O)c1ccc(OCCCC)c(N)c1	94	106	104	95	117	99	96	99
CSc1nc2c(c(=O)[nH]1)C1(C(=O)Nc3ccccc31)c1c(nc(SC)[nH]c1=O)N2	106	x	94	100	105	105	104	102
O=C(CSc1nnc(-c2cc(-c3ccc(Cl)cc3)nc3ccccc23)n1-c1ccccc1)Nc1ccc(Cl)cc1	109	101	107	87	105	103	96	96
N#Cc1c(-c2ccc(Cl)cc2)nc(SC(=O)c2ccc([N+](=O)[O-])cc2)[nH]c1=O	100	99	102	94	103	100	98	101
CC(C)(C)n1cc(-c2ccnc(NCCCNS(=O)(=O)c3cccc(F)c3)c2)c(-c2cccc(O)c2)n1	58	26	50	65	61	47	53	-71*
COc1ccc(/C=N/c2n[nH]c(-c3cccc(Cl)c3)n2)cc1	90	95	94	79	91	98	95	95
NC(=O)c1ccc[n+](Cc2ccc(Cl)cc2Cl)c1	99	98	100	93	96	108	72	96
COc1cc(-c2nc3ccc(-c4nnc(SCC(=O)Nc5ccc(Br)cc5)o4)cc3[nH]2)cc(OC)c1OC	94	90	102	69	90	87	108	72
COc1ccc(/C=N\NC(=O)OC(C)(C)C)c(OC)c1OC	110	116	101	108	117	110	104	99
CN(/N=C/c1ccccc1)C(=S)Nc1ccccc1	100	98	86	97	117	96	102	93
CCOC(=O)C1=C(C#N)C(C(=O)OCC)c2ncccc21 (configuration not stated)	102	103	120	100	113	109	111	104
NC(=S)c1ccc2ccccc2c1	104	106	x	108	106	106	110	97
CCN(CC)C(=Nc1ccc(Cl)c(Cl)c1)SC(NC=O)=C(Cl)Cl	108	91	102	82	x	97	104	96

(continued)
SMILES	HS 578T	SK-MEL-5	MALME-3M	UACC-62	SK-MEL-2	SK-MEL-28	UACC-257	LOX IMVI
N#CC1=C(N)n2nc(-c3cccnc3)nc2NC1c1ccc(F)cc1 (configuration not stated)	78	94	77	85	119	97	x	97
c1ccc(Nc2ccccn2)nc1	113	103	83	94	95	118	95	96
O=C(O)c1ccc(CNc2nc(=O)n(Cc3ccc(Cl)cc3)c(=O)[nH]2)cc1	108	98	103	105	110	103	119	104
COc1ccc(CNC(=O)Nc2sc3c(c2C#N)CCCC3)cc1	95	97	98	97	105	103	96	103
Cc1cc(=O)n2nnc3c4ccccc4ccc3n12	104	88	81	80	113	98	81	89
O=C(/C=C/c1cn(-c2ccccc2)nc1-c1ccc(Br)cc1)NNC(=O)Nc1ccc(Br)cc1	99	107	88	90	102	110	103	96
Cc1cc(=O)n(-c2ccccc2)n1C	133	99&100	94&107	97&91	94&115	116&112	94&103	97&104
CCN(CC)c1ccc2nc3c4ccccc4c(=NC(=O)c4ccccc4-c4c5ccc(N(CC)CC)cc5[o+]c5cc(N(CC)CC)ccc45)cc-3oc2c1	63	-70*	55	67	42	97	50	-30*
CCCCCCC1(c2cccnc2)NC(=O)NC1=O (configuration not stated)	117	113	129	93	x	99	80	106
Cc1nn(-c2ccc(Br)cc2)c2nc(CNc3ccc(NCc4c(-c5ccccc5)no[n+]4[O-])cc3)[nH]c(=O)c12	108	101	107	86	103	104	105	93
CCN(CC)C(=O)c1cccc(N)c1	121	100	116	106	124	104	87	103
N#Cc1c(-c2ccc(F)cc2)n2c(nc1=O)SC(=O)C2=O	104	96	91	80	92	102	86	87
CCC(C)OC(=O)c1ccc(OC)cc1 (configuration not stated)	103	103	105	x	97	107	76	99
CC1=NOC(=O)/C1=C\c1ccc(O)cc1	98	101	100	100	113	103	101	97
Cc1ccc2[nH]c(=O)cc(NNC(=S)Nc3ccccc3)c2c1	94	103	102	97	107	108	100	96
CC(C)CN1CC(Br)C(=O)NC1=O (configuration not stated)	142&116	56&76	136&103	95&101	102&101	108&122	107&83	77&75
Nc1c(-c2nnc(-c3ccccc3)o2)nnn1-c1ccccc1	100	99	99	92	91	106	81	109
O=C(N/N=C/c1ccc(Br)cc1)c1cc(-c2nc3ccccc3[nH]2)nc2ccccc12	112	81	119	74	87	93	110	82
Cc1cc(O)c2cc3c(O)c(O)ccc3cc2c1	110	95	109	114	124	x	132	112
COc1ccc(N=Nc2c(N)nn3c(-c4cc5cc(Br)ccc5oc4=O)ccnc23)cc1	35	-14*	46	31	30	29	78	26
CCCCCc1ccc(S(=O)(=O)Nc2cc(-c3csc(NC(=O)CN4CCN(C)CC4)n3)ccc2N2CCN(C)CC2)cc1	-24*	-90*	-91*	-78*	38	-87*	-58*	-83*
NC(=O)N/N=C/c1ccc(Br)cc1O	91	95	109	100	96	100	100	10
S=C(Cc1ccccc1)N1CCN(c2ccccc2Cl)CC1	97	91	95	86	100	119	110	105
CCCCN(CCCC)CCCNc1c2c(nc3c(OC)cccc13)CCCC2	90	93	107	114	105	100	106	79
CN(C)C(=O)C1=NC(Cc2c[nH]c3ccccc23)C(=O)N(c2ccc(Cl)cc2)N1 (configuration not stated)	116	102	101	92	108	93	113	104

Taken from the listing for reference:
SMILES	HS 578T	SK-MEL-5	MALME-3M	UACC-62	SK-MEL-2	SK-MEL-28	UACC-257	LOX IMVI
NC(=O)N/N=C/c1ccc(Br)cc1O	91	95	109	100	96	100	100	10
S=C(Cc1ccccc1)N1CCN(c2ccccc2Cl)CC1	97	91	95	86	100	119	110	105
CCCCN(CCCC)CCCNc1c2c(nc3c(OC)cccc13)CCCC2	90	93	107	114	105	100	106	79
CN(C)C(=O)C1=NC(Cc2c[nH]c3ccccc23)C(=O)N(c2ccc(Cl)cc2)N1 (configuration not stated)	116	102	101	92	108	93	113	104

Continuation.
SMILES	HS 578T	SK-MEL-5	MALME-3M	UACC-62	SK-MEL-2	SK-MEL-28	UACC-257	LOX IMVI
Clc1ncn[nH]1	106	111	103	100	99	103	95	102
CCCCCC#CC(=O)O	x	111	100	104	107	113	104	104
Cc1ccccc1Cn1cnc2ccc(-c3cc(NC(=O)c4ccc(NC5CCN(C)CC5)cc4)n[nH]3)cc21	2.1*	79	32	73	98	92	81	57
O=C(Nc1ccc(Cn2nnc3c(F)cccc32)cc1)c1ccc(C(F)(F)F)cc1	89	20	83	69	83	83	58	54
COCc1c([N+](=O)[O-])c(C)[nH]c(=O)c1C#N	105	107	102	104	127	111	115	102
C=C1CC[C@@H]2[C@]3(C)COC(c4ccco4)O[C@@H]3CC[C@@]2(C)[C@@H]1CC(O)C1=CCOC1=O (some centres not stated)	105	104	102	92	108	108	101	69
CC(CC(C)(C)C)C(=O)NC(N)=O (configuration not stated)	97	100	110	100	110	102	110	99
Cc1cc(Oc2cnc(=O)[nH]c2)cs1	99	94	x	99	117	97	98	98
COc1cc(-c2nc(SCCCCCC(=O)NO)[nH]c(=O)c2C#N)cc(OC)c1OC	116	101	110	104	111	111	115	35
Cc1ccc(-c2cnc3sc(C)cn23)cc1	100	99	97	88	104	101	106	96
COC(=O)n1c(C)nn(-c2cc(N(S(=O)OC)S(=O)OC)c(Cl)cc2Cl)c1=O (configuration not stated)	126	116	107	109	x	134	103	116
CCCCC(CC)CN/C(C)=C/C(C)=O (configuration not stated)	104	103	127	96	138	106	102	92
Cc1ccc(-c2nc(Nc3ccc(C(=O)O)cc3)c3ccccc3n2)cc1	68	72	101	96	113	85	108	57
CCOc1ccc2c(S(=O)(=O)O)cccc2c1[N+](=O)[O-]	95&102	108	101&106	110&101	109&117	118&113	100&114	102&105
CCCC(=O)NC(c1ccc(N(CC)CC)cc1)c1cc(C)c2cccnc2c1O (configuration not stated)	50	-20*	16	8.3*	23	30	25	x
Clc1ccc(-c2nn(-c3ccccc3)c3nccc(-c4ccccc4)c23)cc1	110	99	110	86	104	98	91	97
O=C1C=CC(=O)N1CCCCCCCCCCN1C(=O)C=CC1=O	67	96	70	102	96	97	76	43
CCOC(=O)N1C(=O)c2ccccc2C1=O	111	x	153	111	101	116	110	103
COc1cc2oc3cc(OC)c(OC)c(CC=C(C)C)c3c(=O)c2c(O)c1CC=C(C)C	109	96	92	x	89	108	x	95
[2H]C([2H])([2H])Oc1ccc(/C=C/C(=O)/C=C(O)/C=C/c2ccc(OC([2H])([2H])[2H])c(OC([2H])([2H])[2H])c2OC([2H])([2H])[2H])c(OC([2H])([2H])[2H])c1OC([2H])([2H])[2H]	85	90	91	76	103	103	94	71
CNS(=O)(=O)Cc1ccc2[nH]cc(CCN(C)C)c2c1	97	98	109	94	99	108	110	98
COCCN1CCN(c2nc(NCCN3CCOCC3)ncc2Br)CC1	100	100	106	102	113	108	100	97
N#CCCNCc1ccccc1	90	106	103	92	112	106	121	98
Cc1ccc(Cl)cc1NC(=O)c1cc2ccccc2cc1O	-21*	-74*	-33*	-11*	-12*	10.0*	-7.1*	3.4*
CN(NC(=O)NN(C)C(=O)c1ccccc1)C(=O)c1ccccc1	94	93	103	98	99	91	105	99

Overlap with the part before: five entries; new compounds follow.
SMILES	HS 578T	SK-MEL-5	MALME-3M	UACC-62	SK-MEL-2	SK-MEL-28	UACC-257	LOX IMVI
CNS(=O)(=O)Cc1ccc2[nH]cc(CCN(C)C)c2c1	97	98	109	94	99	108	110	98
COCCN1CCN(c2nc(NCCN3CCOCC3)ncc2Br)CC1	100	100	106	102	113	108	100	97
N#CCCNCc1ccccc1	90	106	103	92	112	106	121	98
Cc1ccc(Cl)cc1NC(=O)c1cc2ccccc2cc1O	-21*	-74*	-33*	-11*	-12*	10.0*	-7.1*	3.4*
CN(NC(=O)NN(C)C(=O)c1ccccc1)C(=O)c1ccccc1	94	93	103	98	99	91	105	99
COc1ccccc1C(C)(C)C	114	101	96	102	108	101	118	102
CCNCC(=O)Nc1cccc(Cl)c1	101	98	104	95	103	110	76	104
CCOC(=O)c1c(C)csc1NC(=O)CSCC(=O)OC	94&102	98&101	105&106	92&106	106	107&104	99&107	x
O=C(c1ccc(O)cc1)c1ccc(C(=O)c2ccc(O)cc2)cc1	93	86	85	83	96	111	82	100
C1CCC(O[Si](OC2CCCCC2)(OC2CCCCC2)OC2CCCCC2)CC1	102	110	x	110	95	108	108	108
O=[N+]([O-])c1cccc(-c2nc3sccn3c2-c2ccnc(NCCNS(=O)(=O)c3ccc(Br)cc3)n2)c1	78	14	89	42	67	86	70	59
O=S(=O)(NCCCNc1cc(-c2cn(-c3ccccc3)nc2-c2cccc(O)c2)ccn1)c1ccc(F)cc1	24	31	36	x	45	x	x	19
C/C(=N\Nc1ccc(C(=O)O)cc1)c1cnn(-c2cc(=O)[nH]c3ccc(Br)cc23)c1C	88	97	86	93	104	108	114	97
CC(O)(C(=O)O)C(c1ccccc1)c1ccccc1 (configuration not stated)	104	x	102	99	107	112	99	102
CC1(C)CC[C@]23CC[C@]4(C)[C@H](CC[C@@H]5[C@@]6(C)CCNCC(C)(C)[C@@H]6CC[C@]54C)[C@H]2[C@H]1OC3	104	96	104	94	99	100	92	84
C=C(C)[C@@H]1CC[C@]2(C(=O)NCCCNCCCCN)CC[C@]3(C)[C@H](CC[C@@H]4[C@@]5(C)CCC(=O)C(C)(C)[C@@H]5CC[C@]43C)[C@@H]12	106	99	107	91	122	110	104	x
CCC(C)C1CCCCC1O (configuration not stated)	114	99	121	98	94	109	104	108
CCOC(=O)C(Cc1cn(C)c2ccccc12)(NC(C)=O)C(=O)OCC	x	101	111	95	113	107	x	92
CCC(C)C(C(=O)O)N1C(=O)CSC1=S (configuration not stated)	95	98	106	100	95	106	101	94
COc1ccc([C@H]2C(C(=O)c3ccc(Cl)cc3)C3(N[C@@H]2c2ccccc2)C(=O)Nc2ccccc23)cc1 (some centres not stated)	54	26	32	9.8*	-30*	50	44	12

Screening results (PubChem BioAssay)
